# DT40 TDP1 no CPT: qHTS for Inhibitors of human tyrosyl-DNA phosphodiesterase 1 (TDP1): qHTS in cells in absence of CPT | DT40 Tdp1-/- hTDP1 cells, no CPT, ATP luminescence, 48 h | Potency, µM (series often up to 46.2 µM), without a hit: top-dose activity change, negative = growth inhibition, most hits filed as inhibitors | hit rate 15% among 420,000; further: nearly all actives have a fitted effect of over 55% in size
#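 Cells were dispensed at 400 per well, compounds added by pin tool, plates incubated ≥48 hr at 37 °C, then CellTiter-Glo added for 30 min at room temperature before luminescence reading. Line: DT40 Tdp1-/- complemented with hTDP1; camptothecin omitted.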
# TDP1 cell CPT: DT40-hTDP1 cell growth loss with CPT. AID 686979. hit rate 12% among 420,000. Potency, µM (top dose mostly 46.2 µM), for the others: at the highest dose activity change, negative = growth inhibition, hits mostly inhibitors. chicken DT40 Tdp1-/-;hTDP1 cells + 20 nM CPT, ATP luminescence, 48 h; further: nearly all actives have a fitted effect of over 55% in size
#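 Chicken DT40 Tdp1-/- cells stably complemented with human TDP1 were seeded at 400 cells/well in medium containing 20 nM camptothecin, exposed to pin-transferred compounds, and grown at 37 °C for at least 48 hr. Viability was read as ATP luminescence.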
# TDP1 block: blocks human tyrosyl-DNA phosphodiesterase 1; recombinant TDP1, AlphaScreen DNA substrate cleavage; Potency, µM (top dose mostly 130 µM), for the others: top-dose activity change, negative = inhibition, hits mostly inhibitors; hit rate 0.28% among 350,000; AID 485290; further: nearly all actives have a fitted effect of over 40% in size
# Target sequence (Q9NUW8 whole entry, looked up): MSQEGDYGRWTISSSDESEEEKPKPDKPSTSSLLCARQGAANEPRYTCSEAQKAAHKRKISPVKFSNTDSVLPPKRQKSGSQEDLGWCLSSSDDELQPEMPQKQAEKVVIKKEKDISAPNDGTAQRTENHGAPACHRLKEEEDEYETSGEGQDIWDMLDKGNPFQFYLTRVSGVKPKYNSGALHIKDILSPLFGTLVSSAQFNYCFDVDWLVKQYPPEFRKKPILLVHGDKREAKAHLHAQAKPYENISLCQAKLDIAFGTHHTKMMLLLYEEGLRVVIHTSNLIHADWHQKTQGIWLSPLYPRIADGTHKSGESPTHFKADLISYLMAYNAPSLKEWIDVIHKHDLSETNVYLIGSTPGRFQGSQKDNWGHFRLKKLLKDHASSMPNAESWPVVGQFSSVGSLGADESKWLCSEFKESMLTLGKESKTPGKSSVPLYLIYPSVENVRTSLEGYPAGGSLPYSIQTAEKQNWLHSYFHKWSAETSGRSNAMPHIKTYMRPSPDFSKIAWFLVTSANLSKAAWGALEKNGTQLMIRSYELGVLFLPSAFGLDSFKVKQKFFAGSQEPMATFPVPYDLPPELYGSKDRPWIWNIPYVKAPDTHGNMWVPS
#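 Recombinant E. coli-expressed Tdp1 (1 nM) preincubated with compound 15 min at RT, then 5'-biotin/3'-phosphotyrosine-FITC DNA substrate (15 nM) added for 5 min. AlphaScreen beads (10 ug/ml) added, 10 min RT; tyrosine-FITC cleavage read as signal loss.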
# Active calls of the source: *; ? = inconclusive; . = not tested or not shown; & = joins results of further samples; [ ] = dose if it differs, or a comment. The call rests on the fitted dose curve; in most records, active means well fitted curve in the direction sought with a large enough effect; inconclusive means small, poorly fitted or top-dose-only effect, or another doubt; inactive means no such curve, though single readings can be large; an effect the other way counts as inactive or inconclusive. On the % scale 0 is the no-effect control and ±100 the full control effect; potency means the concentration at half of the fitted maximal effect.
SMILES,DT40 TDP1 no CPT,TDP1 cell CPT,TDP1 block
CCOc1ccc(C(=O)CCC(=O)N2CCN(S(=O)(=O)c3cccc(F)c3)CC2)cc1,-9%,?,-1%
O=C(C[C@@H]1C=C[C@H](NS(=O)(=O)c2ccccc2F)[C@@H](CO)O1)NCCCN1CCOCC1,6%,-6%,.
CCn1nc(C(=O)NNS(=O)(=O)c2ccc(C)cc2)c2ccccc2c1=O,-18%,-4%,0%
COc1ccc(-c2cc3c(=O)n(CC(=O)Nc4cccc(Cl)c4)nc(C)n3n2)cc1,?,15µM*,0%
COC(=O)c1cccc(NC(=O)CSc2nc3cccnc3n2C)c1,16µM*,?,5%
CC(C)CC1(C(=O)O)NC(c2ccccc2O)C2C(=O)N(C(C)C)C(=O)C21 (stereo not given),-5%,-1%,5%
CCOC(=O)c1ccc(N(CC(=O)NC2CCCC2)C(=O)CNC(=O)c2ccco2)cc1,2%,-3%,1%
CC1(C(=O)Nc2ccc(Cl)c(C(F)(F)F)c2)Cc2c(-c3ccccc3)ccnc2O1 (stereo not given),?,?,.
CC[C@@H]1C/C=C\Cc2ccccc2[C@H](C(=O)C[C@H](O)CC(C)=O)OC1=O,4%,1%,1%
COc1ccc(CCNC(=O)c2cnn3cccnc23)cc1OC,-10%,-23%,-3%
CCN(CC)c1ccc(NC(=O)c2cccnc2)cc1,?,?,-1%
O=C(Cc1ccc(Cl)cc1)NNS(=O)(=O)c1ccc([N+](=O)[O-])cc1,?,-11%,-5%
COc1ccc(NC(=O)c2cnc(SC)n2-c2ccc(F)cc2)c(OC)c1,?,-5%,8%
O=C(O)CC1S/C(=N/N=C/C=C/c2ccccc2[N+](=O)[O-])NC1=O (stereo not given),-11%,-21%,3%
COc1cc(CN2CCC(C)CC2)ccc1OCc1ccccc1,?,?,.
Cc1ccc(OCC(O)CNC2CCCC2)c(C)c1 (stereo not given),?,-27%,.
O=C(Nc1nc2ccccc2s1)c1cccc(S(=O)(=O)N2CCc3ccccc32)c1,10µM*,-23%,5%
N#Cc1c(Nc2ccccc2)c(/C=N/NCCO)c[nH]c1=O,1%,17%,4%
CCOc1ccc(NC(=O)CC(c2ccccc2)c2ccc(F)cc2)cc1 (stereo not given),15µM*,-15%,-4%
COc1ccc(S(=O)(=O)N2CCCCCC2)cc1C(=O)NCc1ccco1,-21%,-28%,-4%
Cc1cc(F)ccc1S(=O)(=O)Nc1ccccc1C(=O)NCc1cccnc1,-12%,-5%,3%
CCC1NC(=O)c2cccnc2-n2c1nc1cc(C)cc(C)c1c2=O (stereo not given),?,1%,.
COc1ccccc1CNC(=O)c1cccc(S(=O)(=O)N2CCCC2)c1,-3%,-7%,-10%
COc1ccc(CC(N)c2csc(NC(=O)C(c3ccccc3)c3ccccc3)n2)cc1 (stereo not given),6.5µM*,18µM*,.
CCOc1ccc(NC(=O)c2nnn(CC(=O)Nc3ccccc3OCC)c2N)cc1,-19%,-2%,1%
COc1cc(N(C)C)c(NC(C)=O)cc1C(=O)O,8%,-7%,1%
COC(=O)[C@H](CO)N1C(=O)[C@@H]2[C@H](C1=O)C1C=C[C@H]2C1,1%,21%,.
CCOc1ccc(NS(=O)(=O)c2c(C)nc3sc(C)c(C)n3c2=O)cc1,?,18µM*,5%
Cc1nc(C)c(C(=O)C2=C(O)C(=O)N(CCN(C)C)C2c2ccccc2)s1 (stereo not given),-12%,1%,3%
CCCc1cc(=O)[nH]c(SCC(=O)N(C)CC(=O)Nc2ccc(F)cc2)n1,2%,-3%,0%[56.1 µM]
CCCCN(C=O)c1c(CC)nc2c(OCCn3cccc3)cccn12,23µM*,?,.
COc1ccc(C(=O)Nc2nnc(S(=O)(=O)N3CCCc4ccccc43)s2)cc1,-3%,-2%,3%
Cc1ccc(S(=O)(=O)c2nc(-c3cccs3)oc2N2CCC(C)CC2)cc1,10µM*,23µM*,-2%
CCOC(=O)N(CC)OC(=O)Nc1ccc(Cl)cc1,-7%,-12%,-4%
O=c1c2oc3ccccc3c2ncn1Cc1ccc(Cl)cc1,5%,37%[activator],-2%
CCOC(=O)CSC1=Nc2ccccc2C2=NC(CCC(=O)NCc3ccc(OC)cc3)C(=O)N12 (stereo not given),-20%,-13%,-4%
COc1ccc(S(=O)(=O)N[C@H](C(=O)O)C(C)C)cc1,4%,1%,4%
O=C(CCn1c(=S)oc2ccccc21)Nc1ccccc1Br,-20%,-14%,.
N#Cc1nc(COc2ccc(F)cc2)oc1N1CCC(Cc2ccccc2)CC1,?,?,-8%
CNc1cccc(-c2cccc(C(=O)N3CCOCC3)c2)n1,-3%,1%,.
O=C(Nc1cc(Cl)cc(Cl)c1)C(c1ccccc1)N1CCCCC1 (stereo not given),?,21µM*,-1%
S=C(Cc1ccccc1)N1CCOCC1,-15%,-30%,.
COC(=O)c1c(NC(=O)C2CC(C)=C(C)CC2C(=O)O)sc2c1CCCCC2 (stereo not given),-17%,?,3%
Cc1cc(S(=O)(=O)Nc2ccc3cn[nH]c3c2)c(C)cc1Cl,4.6µM*,-30%,7%
CC1(CCC(=O)N2CCCC(N3CCN(c4ccc(F)cc4)CC3)C2)CC1 (stereo not given),?,?,5%

# Overlap with the part before: 2 compounds, followed by the next part.
SMILES,DT40 TDP1 no CPT,TDP1 cell CPT,TDP1 block
Cc1cc(S(=O)(=O)Nc2ccc3cn[nH]c3c2)c(C)cc1Cl,4.6µM*,-30%,7%
CC1(CCC(=O)N2CCCC(N3CCN(c4ccc(F)cc4)CC3)C2)CC1 (stereo not given),?,?,5%
Cc1cccc(C(=O)NCC(=O)OCC(=O)c2ccc(C)s2)c1,-8%,-3%,-1%
COc1ccccc1NC(=S)N1CCC(NC(=O)c2ccco2)CC1,2%,-1%,-5%
CC(=O)NC1=NN(C(C)=O)C(C)(c2ccc(C)o2)S1 (stereo not given),0%,22%,6%
COc1ccc(CSCC(=O)N/N=C/c2ccc(OCC(=O)NCc3ccco3)cc2)cc1,?,?,6%
O=C(CN1C(=O)COc2ccc(S(=O)(=O)N3CCCC3)cc21)Nc1cccc(F)c1,?,?,4%
CC(O)Cc1cn([C@@H](CCCCN)C(=O)N2CCNCC2)nn1 (stereo not given in full),-2%,-1%,6%
CCOc1ccc(-c2nc(-c3ccncc3)no2)cc1OCC,-20%,-17%,9%
CNC(=O)Nc1ccccc1F,-6%,-4%,1%
Cc1cc(C(F)(F)F)nc(SCC(=O)Nc2nccs2)n1,8%,-8%,0%
O=C(NCc1cccnc1)c1ccc([N+](=O)[O-])cc1,7%,4%,-4%
Cc1ccc2c(c1)C(c1ccccc1)C(=O)O2 (stereo not given),1%,17%,.
CCC(CC)C1C(C#N)=C(N)Oc2n[nH]c(-c3ccccc3)c21 (stereo not given),26µM*,?,2%
CN(NC(=O)c1ccccc1)c1ncc(C(F)(F)F)cc1Cl,-14%,12%,6%
CCN(CC(=O)Nc1c(F)cccc1F)C(=O)c1cc(S(=O)(=O)N(C)C)ccc1N1CCCC1,-24%,-8%,.
COc1ccc(-c2[nH]ncc2CN(C)Cc2cccnc2)c(OC)c1,0%,-4%,3%
O=C1OCCN1c1c(-c2ccccc2)c(N2CCOCC2)nc2ccccc12,15µM*,12µM*,.
CCc1ccc(N2CC(C)Cn3c2nc2c3c(=O)n(CCN3CCOCC3)c(=O)n2C)cc1 (stereo not given),?,?,6%
CCC1(C)N=c2c(c(=O)n(C)c(=O)n2C)=NO1 (stereo not given),6%,-5%,1%
N#Cc1c2c(c(Nc3ccc(F)cc3)n3c1nc1ccccc13)CCCC2,18µM*,16µM*,.
CC(C)(C)C(=O)Nc1nnc(SCC(=O)Nc2nccs2)s1,2%,-2%,3%
COc1ccc(NC(=O)c2oc3ccccc3c2NC(=O)C2CCCCC2)c(OC)c1,-12%,10%,1%
Cc1cc(NC(=O)c2ccc3c(c2)C(=O)N(c2cccc(C)c2C)C3=O)no1,-2%,-9%,0%
O=C(Oc1ccccc1)N1CCC2(CC1)CCN(c1ncccn1)CC2,?,-28%,.
Cc1[nH]c2ccccc2c1C(=O)C(=O)N1CCN(c2cccc(Cl)c2)CC1,?,?,6%
O=[N+]([O-])c1cccc(/C=N\N=C2c3ccccc3-c3ccccc32)c1O,16µM*,?,3%
O=C(NNC(=O)C12CC3CC(CC(C3)C1)C2)c1ccncc1,1%,-2%,.
CC(=O)SCC(C)C(=O)NCc1ccccc1 (stereo not given),8%,7%,0%
CCN(CC)C(=O)c1sc(NC(=O)c2ccc(C)c([N+](=O)[O-])c2)c(C#N)c1C,21µM*,?,3%
CCOC(=O)c1cc(-c2cccc([N+](=O)[O-])c2)n[nH]1,-10%,-1%,3%
CCOC(=O)c1c(S(=O)(=O)N2CCC(C(=O)Nc3ncccc3C)CC2)c(C)n(C)c1C,1%,-12%,7%

# A few values from the list:
# CCOC(=O)c1cc(-c2cccc([N+](=O)[O-])c2)n[nH]1 in DT40 TDP1 no CPT reads -10%
# O=C1OCCN1c1c(-c2ccccc2)c(N2CCOCC2)nc2ccccc12 in TDP1 cell CPT reads 12µM*
# O=C(NNC(=O)C12CC3CC(CC(C3)C1)C2)c1ccncc1 in TDP1 cell CPT reads -2%
# CCN(CC)C(=O)c1sc(NC(=O)c2ccc(C)c([N+](=O)[O-])c2)c(C#N)c1C in TDP1 block reads 3%

# Next entries:
SMILES,DT40 TDP1 no CPT,TDP1 cell CPT,TDP1 block
O=C(O)c1ccc(N=Cc2c(O)ccc3oc4c(c23)CCCC4)cc1,?,16µM*,-8%
Cn1ncc(Cl)c1C(=O)NCc1ccco1,-14%,-6%,3%
O=C(O)c1ccc(Cl)cc1NC(=O)C1CCN(S(=O)(=O)c2cccs2)CC1,-2%,16%,.
COc1ccc(OC)c(C2/C(=C(/O)c3cnn(-c4ccccc4)c3C)C(=O)C(=O)N2CCN(C)C)c1 (stereo not given),9%,21%,2%
Cc1noc(C)c1S(=O)(=O)N1CCC(C(=O)Nc2ccc(Br)cc2)CC1,3%&-30%,-26%&-1%,2%
CC(C)(C)NC(=O)C[C@H]1C[C@H](C(=O)N2CCCCC2)[C@@]2(CCc3ccccc3)c3[nH]c4ccc(Cl)cc4c3CCN2C1=O,?,?,1%[56.1 µM]
CCOC(=O)C1(Cc2ccccc2)CCN(C2Cc3ccccc3C2)CC1,?,?,5%
CCc1cc2c(N[C@@H](Cc3ccccc3)C(=O)O)ncnc2s1,-4%,-4%,.
OCCN1CCN(C(=S)Nc2ccc(SC(F)F)cc2)CC1,-10%,4%,5%
N=c1c(S(=O)(=O)c2ccc(Cl)cc2)cc2c(=O)n3ccccc3nc2n1CC1CCCO1 (stereo not given),-19%,-18%,2%
N#Cc1ccc(Oc2cccc3cccnc23)c([N+](=O)[O-])c1,?,4%,.
O=C(COC(=O)c1ccc(S(=O)(=O)N2CCCC2)cc1)Nc1ccc(Cl)cc1,14%,-26%,0%
Cc1nnc2sc(SCC(=O)Nc3ccc(Br)cc3)nn2c1=O,-26%,-13%,2%
COc1ccc(-c2noc(N3CCC(C(=O)N4CCN(c5ccccc5OC)CC4)CC3)n2)cc1,8.2µM*,10µM*,3%
Cc1ccc(C2CC(=O)Oc3cc(C)cc(C)c32)cc1 (stereo not given),-23%,-12%,-4%[56.1 µM]
NC(=O)C1CC(=O)N(c2ccc(OCc3ccc([N+](=O)[O-])cc3)cc2)C1 (stereo not given),-17%,?,.
Brc1ccc(C=C2C=c3ccccc3=C2)cc1,-24%,14%,.
Cn1nc(-c2ccc(C(=O)Nc3cccc(C(F)(F)F)c3)cc2)c2ccccc2c1=O,?,?,2%
CCn1nnnc1SCC(=O)c1ccc(C)cc1C,-15%,-31%,-7%
O=C(NC(Cc1ccccc1)C(=O)N1CCN(c2ccc(F)cc2)CC1)c1ccccc1 (stereo not given),26µM*,?,.
COC(=O)C1C(OC)=CC(=O)C2CCCCC21 (stereo not given),-1%,-5%,.

# An excerpt from above in order of SMILES length, low to high.
SMILES,DT40 TDP1 no CPT,TDP1 cell CPT,TDP1 block
CCn1nnnc1SCC(=O)c1ccc(C)cc1C,-15%,-31%,-7%
Brc1ccc(C=C2C=c3ccccc3=C2)cc1,-24%,14%,.
Cc1nnc2sc(SCC(=O)Nc3ccc(Br)cc3)nn2c1=O,-26%,-13%,2%
O=C(COC(=O)c1ccc(S(=O)(=O)N2CCCC2)cc1)Nc1ccc(Cl)cc1,14%,-26%,0%
O=C(NC(Cc1ccccc1)C(=O)N1CCN(c2ccc(F)cc2)CC1)c1ccccc1 (stereo not given),26µM*,?,.
NC(=O)C1CC(=O)N(c2ccc(OCc3ccc([N+](=O)[O-])cc3)cc2)C1 (stereo not given),-17%,?,.
Cn1nc(-c2ccc(C(=O)Nc3cccc(C(F)(F)F)c3)cc2)c2ccccc2c1=O,?,?,2%

# High-throughput results deposited in PubChem by National Center for Advancing Translational Sciences (NCATS).
